# Screens as filed in PubChem BioAssay.
# MT1-MMP act inh = blockers of MT1-MMP proenzyme processing, primary screen, HT1080 RFP-PRO-GFP cells, GFP/RFP fluorescence; Matrix metalloproteinase-14 (Homo sapiens), P50281; GFP/RFP ratio fluorescence, overnight; percent of plate control window, DMSO zero; 360,000 tested, 0.061% active; GFP/RFP ratio change, % at 20 µM;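 active = GFP/RFP ratio change of at least 30% with cell ATP level not reduced by more than half and red fluorescence within 50% of control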; note: strong numbers were not always called active
#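 Assay system: HT1080 RFP-PRO-GFP cells. Benchmarks: DMSO vehicle wells and RFP-L50D-GFP reporter cell wells. Times: overnight cell settling, then overnight compound exposure, 37 °C, 5% CO2. Compound: 20 µM single dose, 1% DMSO. Read-out basis: GFP/RFP fluorescence ratio.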
# E coli Lon inh = inhibitors of E. coli Lon protease, primary screen, biochemical, fluorescence polarization | P0A9M0 | purified E. coli Lon protease | inhibition, % at 7.94 µM | 360,000 tested, 0.42% active; in the data active = inhibition above about 13%, passing the limit was not always enough;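 note: 0% = enzyme with probe and DMSO and 100% = no enzyme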
# CSN deneddyl inh = inhibitors of CSN-mediated cullin deneddylation, primary screen, biochemical, fluorescence polarization, uHTS; inhibition, % at 12.5 µM; Purified CSN, SCF-Nedd8-OG deneddylation; COP9 signalosome complex subunit 5 (Homo sapiens), Q92905; AID 651999, 2013; 360,000 tested, 0.38% active;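 active = pattern-corrected inhibition above about 35%, with an unprinted fluorescence ratio check between 0.5 and 1.5, limit read from the data, passing the limit was not always enough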;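 note: 0% = enzyme with substrate and 100% = substrate without enzyme; some results filed as inactive read as strong as hits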
# Target sequence (Q92905 whole entry, looked up, one chain of several): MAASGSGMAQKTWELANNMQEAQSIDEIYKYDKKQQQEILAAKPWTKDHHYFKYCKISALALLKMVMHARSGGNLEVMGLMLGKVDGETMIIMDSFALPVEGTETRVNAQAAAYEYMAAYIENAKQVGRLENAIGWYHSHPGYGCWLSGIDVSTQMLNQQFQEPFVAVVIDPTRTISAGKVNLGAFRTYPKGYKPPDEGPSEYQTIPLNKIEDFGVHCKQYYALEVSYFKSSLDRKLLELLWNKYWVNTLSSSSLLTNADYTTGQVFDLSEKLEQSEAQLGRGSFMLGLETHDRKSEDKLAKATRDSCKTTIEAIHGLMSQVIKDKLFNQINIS
#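 Assay system: HEK293T-derived human Csn5 enzyme; quantity: 0.24 nM enzyme; medium: Tris/NaCl/DTT buffer, pH 7.5; also added: substrate SCFSkp2-Nedd8OG, 10 nM; doses: 12.5 µM compound; schedule: 90 min reaction at room temperature; signal: FP; read-out: % inhibition of substrate cleavage by Csn5; benchmarks: substrate-only high control, full reaction low control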
# MLLE-PAM2 inh = inhibitors of PABP1 MLLE–PAM2 peptide binding, primary screen, biochemical, fluorescence polarization, FITC-PAM2, GST-MLLE; Polyadenylate-binding protein 1 (Homo sapiens), P11940; inhibition, % at 20 µM; 360,000 tested, 0.36% active; in the data active = inhibition above about 35%, passing the limit was not always enough;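 note: plate controls were DMSO wells with GST-MLLE for no effect and wells lacking GST-MLLE protein for full effect; some results filed as inactive read as strong as hits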
# Rpn11 block = Rpn11 (PSMD14) deubiquitinase inhibitors, primary screen, biochemical, fluorescence polarization, uHTS; human 26S proteasome, Ub4-pepOG fluorescence polarization; 20S core pre-blocked with epoxomicin; 26S proteasome non-ATPase regulatory subunit 14 (Homo sapiens), O00487; AID 588493, 2011; calls only at 20 µM; 360,000 tested, 0.59% active;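 active = inhibition at 20 µM, scaled to each plate's controls, above about 33%, limit read from the data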
# Target sequence (O00487 whole entry, looked up): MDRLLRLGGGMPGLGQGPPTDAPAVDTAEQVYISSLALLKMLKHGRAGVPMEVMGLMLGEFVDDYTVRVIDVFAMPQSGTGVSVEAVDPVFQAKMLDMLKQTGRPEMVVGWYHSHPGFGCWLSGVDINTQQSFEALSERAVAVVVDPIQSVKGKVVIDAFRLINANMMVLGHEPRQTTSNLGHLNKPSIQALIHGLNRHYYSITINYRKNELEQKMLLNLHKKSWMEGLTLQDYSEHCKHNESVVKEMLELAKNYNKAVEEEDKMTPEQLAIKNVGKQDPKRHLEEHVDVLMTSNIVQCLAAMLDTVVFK
# Rin1 Abl inh = inhibitors of Rin1-Abl protein binding, primary screen, biochemical, TR-FRET | 360,000 tested, 0.4% active | inhibition, % at 7.35 µM | Tyrosine-protein kinase ABL1 (Homo sapiens) + Ras and Rab interactor 1 (Homo sapiens), … | AID 588664, 2011; in the data active = inhibition above about 5%, passing the limit was not always enough
# FAS-TE inh = FAS thioesterase domain inhibitors, primary screen, biochemical, fluorescence intensity, uHTS; Fatty acid synthase (Homo sapiens), P49327; recombinant FAS-TE, OMFH fluorogenic substrate, fluorescence endpoint; inhibition, % at 15 µM; 360,000 tested, 0.67% active; AID 602261, 2012;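 active = compounds whose normalised, plate-corrected inhibition of enzyme fluorescence in the single-dose primary screen is 50% or more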;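 note: 0% = DMSO with enzyme and 100% = substrate without enzyme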
# MsrA act = bovine MsrA enzyme activators, primary screen, biochemical, absorbance, HTS; purified bovine MsrA, absorbance read-out; activation, % at 10.6 µM; Methionine sulfoxide reductase A (Bos taurus); 360,000 tested, 0.3% active; in the data active = activation above about 7.5%;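 note: 0% = vehicle and 100% = reference activator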
# MsrA inhibitor = bovine MsrA enzyme inhibitors, primary screen, biochemical, absorbance, HTS; purified bovine MsrA, absorbance read-out; Methionine sulfoxide reductase A (Bos taurus); inhibition, % at 15.5 µM; 360,000 tested, 0.75% active; in the data active = inhibition above about 4.5%;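 note: 0% = vehicle wells with enzyme and 100% = reference inhibitor wells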
# Active calls of the source: *; i = inactive; x = not tested or not shown; + = active, no number.
no.	molecule	MT1-MMP act inh	E coli Lon inh	CSN deneddyl inh	MLLE-PAM2 inh	Rpn11 block	Rin1 Abl inh	FAS-TE inh	MsrA act	MsrA inhibitor
1	COc1cccc(CNC(=O)c2ccc(OCC(=O)N3CCOCC3)c(OC)c2)c1	1	3	3	10	i	4	-4	-12	-1.7
2	CCOc1ncccc1C(=O)N(C)CC(=O)Nc1ccc(C)cc1	1	-8	-18	-5	i	-3	-9	-4	-0.5
3	CCOC(=O)CCSc1n[nH]c(=S)s1	-1	1	1	-38	i	0	-6	5	1.7
4	CS(=O)(=O)N1CCc2cc(S(=O)(=O)Nc3ccc4c(c3)OCCO4)ccc21	0	-5	6	-1	i	-1	-2	3	1.5
5	COc1cccc(CNc2nc3ccccc3n2CCN2CCCCC2)c1	3	4	-4	2	i	-2	1	-1	0.3
6	CCOC(=O)CSCc1c(C#N)c2ccccc2n1C	2	-5	-4	12	i	1	-4	-5	-1.2
7	O=C1CSC(c2ccccc2F)N1 (configuration not stated)	1	5	4	-9	i	-1	-4	0	-0.3
8	COc1cccc(-n2c(SCC(=O)OC(C)C)nnc2-c2cccnc2)c1	7	-2	-2	5	i	4	-8	5	-0.7
9	CCOc1ccc(CCNC(=O)COC(=O)c2ccc(C)s2)cc1OCC	8	-2	2	-4	i	1	1	-3	0.8
10	O=C(N/N=C/c1ccc(-c2ccc(Cl)c(C(=O)O)c2)o1)c1cc2c(ccc3ccccc32)o1	-3	-7	26	-7	i	-2	18	-9	3.5
11	COc1ccccc1CNC(=O)c1ccc2c(=O)n(CCCN3CCCC3=O)c(=S)[nH]c2c1	5	-5	-3	-73	i	3	-5	-6	-0.1
12	O=C1NC[C@@H](CCCCN2C[C@H](Cc3ccc(O)cc3)N(CCc3ccccc3)C(=O)C2=O)N(CCC2CCCCC2)C1=O	8	-5	-2	x	x	x	8	1	-1.2
13	CCn1cc(S(=O)(=O)Nc2cc(F)ccc2C)cn1	0	1	3	4	i	1	-2	0	-0.9
14	CCO[C@H]1OC(C(=O)N2CCN(Cc3ccc4c(c3)OCO4)CC2)=C[C@@H](c2ccc(Br)cc2)[C@@H]1CCCO	-4	-4	-1	-3	i	5	10	4	-0.1
15	COc1ccc(CCN2C(=O)CC(Cc3ccc(C)cc3)C2=O)cc1OC (configuration not stated)	0	5	-3	-10	i	4	-4	-4	2.4
16	O=C(COC(=O)C1=COCCO1)Nc1ncc(Cl)cc1Cl	0	-5	4	-15	i	-1	-4	-1	1.0
17	Cc1nn(C)c(C)c1NS(=O)(=O)c1ccccc1	1	-3	-5	8	i	6	-9	-2	-0.7
18	COC(=O)c1ccc(N=NNc2cccc(Br)c2)cc1	5	-6	1	-13	i	-2	5	-4	-0.1
19	CC(C)c1nc(N2CCN(C(=O)c3ccccc3)CC2)c(C#N)c2c1COC(C)(C)C2	-16	-3	2	11	i	-1	3	5	0.8
20	COc1ccc(CCNC(=O)c2cc([N+](=O)[O-])cc([N+](=O)[O-])c2)cc1OC	-4	1	-2	-5	i	0	7	1	1.3

# Other structures.
no.	molecule	MT1-MMP act inh	E coli Lon inh	CSN deneddyl inh	MLLE-PAM2 inh	Rpn11 block	Rin1 Abl inh	FAS-TE inh	MsrA act	MsrA inhibitor
21	CCOc1ccc(C(=O)C(C)OC(=O)c2cnc(C)cn2)cc1 (configuration not stated)	2	3	-5	-5	i	-1	-7	-3	-1.8
22	CCOC(=O)C1=C(C)N(C[C@@H]2CC[C@@H](Cc3ccc(-c4ccccc4)cc3)O2)C(=O)NC1c1cccc([N+](=O)[O-])c1 (some centres not stated)	0	-8	-1	-20	i	0	16	-5	0.1
23	COCCCNC(=S)N1CCN(c2nc(-c3cccc(OC)c3)cs2)CC1	1	0	0	-101	i	0	8	-1	-0.7
24	O=C(CN1C(=O)NC(Cc2ccccc2)C1=O)NC(=O)NC1CCCCC1 (configuration not stated)	-2	-6	-1	-31	i	2	-5	-3	0.5
25	CC(C)n1nc(C(=O)OCC(=O)N(C)C2CCS(=O)(=O)C2)c2ccccc2c1=O (configuration not stated)	3	-3	-5	-5	i	-3	-6	-4	1.1
26	Nc1ccc(N=Nc2ccccc2O)c(N)c1	28	5	-4	-8	i	-4	8	-2	0.5
27	Cc1nn(-c2ccccc2)c(N2CCCC2)c1/C=N/Nc1ccc(S(N)(=O)=O)cc1[N+](=O)[O-]	11	7	-1	6	i	-3	19	-3	0.8
28	O=C(O)c1cc(-c2ccc(/C=N/N3C(=O)C4C5C=CC(CC5)C4C3=O)o2)ccc1Cl (configuration not stated)	1	0	-5	4	i	1	-1	-4	7.4*
29	Cc1ccsc1-c1nc(C(N)=O)c2[nH]c(=O)n(-c3ccc(Cl)cc3)c2n1	-7	-5	7	-40	i	-1	-5	-4	0.2
30	Cc1ccc(C(=O)c2c3ccc([N+](=O)[O-])cc3[n+]([O-])n2CCCN)cc1	-13	-2	6	-16	i	-2	-18	-1	0.8
31	Cc1cccc(OCc2nnc(SC(C)C(=O)O)n2Cc2ccccc2)c1 (configuration not stated)	3	-17	0	-42	i	6	-8	-3	-0.7
32	CC1CCN(S(=O)(=O)c2ccc(Br)s2)CC1	-6	1	4	-20	i	0	16	0	0.5
33	O=C(CN1CCOCC1)Nc1scc2c1c(=O)oc1ccccc12	0	2	2	8	i	-3	5	-2	-0.7
34	COc1ccc(OC)c(C2C(C(C)=O)=C(C)Nc3ncnn32)c1 (configuration not stated)	0	-3	2	-4	i	3	-6	-2	0.8
35	Cn1cc([N+](=O)[O-])c(C(=O)Nc2ccc3nc(-c4ccccc4)[nH]c3c2)n1	-5	-17	-2	-8	i	-3	-4	-1	1.5
36	O=c1c(C(c2ccc(F)cc2)c2c(O)nc3n(c2=O)CCCS3)c(O)nc2n1CCCS2	-3	17	-2	5	i	-1	-8	-8	-0.9
37	CC(=O)N1N=C(c2ccccc2O)CC1c1cccs1 (configuration not stated)	7	3	2	8	i	-1	-1	-1	1.9
38	CCOC(=O)CCc1nc2ccccc2[nH]c1=O	-1	2	1	13	i	-3	-7	-1	1.2
39	CN1C(=O)CC(c2cn(Cc3ccccc3)c3ccccc23)C1=O (configuration not stated)	-13	-61	2	-65	+	1	-1	-4	0.7
40	CCS(=O)(=O)N1CCC(C(=O)NCc2cccnc2)CC1	3	-7	-5	2	i	-1	-3	-2	0.1

# Following part.
no.	molecule	MT1-MMP act inh	E coli Lon inh	CSN deneddyl inh	MLLE-PAM2 inh	Rpn11 block	Rin1 Abl inh	FAS-TE inh	MsrA act	MsrA inhibitor
41	Cc1cccn2c(=O)c3cc(C(=O)N4CCCCC4C)sc3nc12 (configuration not stated)	-1	-6	-5	-9	i	-1	10	-3	1.1
42	CCS(=O)(=O)c1ccc(O)c(NC(=O)CCCC(=O)O)c1	-4	-2	3	-2	i	5	-6	-4	1.9
43	Cc1ccc(C)c2c1[nH]c1ccc([N+](=O)[O-])cc12	2	-4	-2	-6	i	-3	20	-5	-0.8
44	O=C1CCCC2=C1C(c1ccncc1)n1c(nc3ccccc31)N2 (configuration not stated)	0	-8	3	9	i	0	-11	-8	2.9
45	C=CCNC(=O)CN1C(=O)NC(C)(c2ccc(OC)cc2)C1=O (configuration not stated)	1	5	2	10	i	0	-4	1	-1.0
46	COc1cc(C(=O)Nc2nc3ccc4nc(C)sc4c3s2)cc(OC)c1OC	4	6	3	-24	i	2	-6	-5	2.5
47	COc1cc(CC(=O)NCc2ccc3c(c2)OCO3)cc(OC)c1OC	1	0	1	-18	i	1	-9	-1	-0.7
48	CCN(CC)S(=O)(=O)c1cc(NC(=O)CCc2c(C)noc2C)ccc1C	3	4	-1	-6	i	-1	-6	-1	-0.1
49	COc1ccc(C2CC(c3ccc(Cl)cc3)n3nc(N)nc3N2)cc1 (configuration not stated)	-1	0	-2	-2	i	0	4	0	0.4
50	Cc1ccc(CCNC(=O)C2CCN(S(=O)(=O)c3ccc4c(c3)NC(=O)C(C)S4)CC2)cc1 (configuration not stated)	-5	3	4	0	i	1	4	-5	-0.3
51	Cc1ccccc1CSCC1Nc2ccc(C(=O)NCCc3ccccc3)cc2NC1=O (configuration not stated)	-21	-251	24	-123	x	-3	-7	-2	0.4
52	O=C(NCCCn1ccnc1)C(=O)NCc1ccccc1	5	-3	-1	-1	i	-7	-2	0	-0.5

# An unsorted share of the library; 3.7% or so of the library scored in one or more.
